Epigenetic reg = derepresses silenced GFP reporter in murine cells; 280,000 tested, 0.2% active; murine LDR cells, GFP reporter derepression, 30 h; AID 1865; Potency, µM (doses to about 53.9 µM), for the others: top-dose GFP activation, usual class: activators; active means well fitted activation curve with a large enough effect; inconclusive means small, poorly fitted or top-dose-only effect; further: % of control where 0% means no effect; nearly all actives have a fitted effect of over 60% in size
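Readout is the number of GFP-expressing murine LDR cells, counted by cytometry following washing. Cells were treated with compound for 30 h at 37 C; the stably integrated CMV-GFP locus is normally silent.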
The depositor's hits bear a star; ? = inconclusive. Potency means the concentration at half of the fitted maximal effect. Only part of the results is shown; count on the stated rates, not on these rows.

molecule	Epigenetic reg
COc1cc(S(=O)(=O)n2ccnc2C(C)C)ccc1Br	0.8%
Cc1ccc(-c2nnc(Nc3ccc(S(N)(=O)=O)cc3)c3ccccc23)cc1S(=O)(=O)N1CCCCC1	19%
O=C(CSc1nc2c(oc3ccccc32)c(=O)n1Cc1ccco1)Nc1ccccc1Cl	?
CCc1cccc(NC(=O)c2coc(=O)c3ccccc23)c1	-0.7%
Cc1cc(N2CCN(c3ccccc3F)CC2)n2cnnc2n1	-3.6%
CCOc1ccc(CCNC(=O)c2cc3sc(CC)cc3n2C)cc1OCC	0.8%
Cn1c(=O)c2c(nc(SCC(=O)Nc3ccccc3F)n2Cc2ccc(Cl)cc2)n(C)c1=O	0.0%
Cc1ccc(Cl)cc1NC(=O)Cn1c(=O)n(CCCS(=O)(=O)C2CCCCC2)c(=O)c2ccccc21	19%
COc1ccc(NC(=O)[C@H](Cc2ccccc2)N2Cc3ccccc3C2=O)cc1OC	0.0%
COCCCN1C(=O)c2[nH]nc(-c3cc(C)ccc3O)c2C1c1ccc(F)cc1 (stereo unspecified)	-1.0%
O=c1oc2ccc3ccccc3c2cc1-c1nnc(Nc2ccc(Cl)cc2Cl)s1	-1.6%
CCc1ccc2oc(-c3cc(NC(=O)c4cc(OC)c(OC)c(OC)c4)ccc3O)nc2c1	?
COc1ccccc1C(=O)N1CCCCC1CCN1CCOCC1 (stereo unspecified)	1.6%
CCOc1ccc(C(=O)N2CCC(c3nnc(-c4ccccc4OC)o3)CC2)cc1	-2.0%
COc1ccc(NC(=O)CC2C(=O)N(c3ccc(OC)cc3)C(=O)N2CCC2=CCCCC2)cc1 (stereo unspecified)	-3.1%
O=C(NCc1ccccc1Cl)c1ccc(Cn2c(=O)c3cccn3c3cccnc32)cc1	?
CCOc1ccccc1N1CC(c2nc3ccccc3n2Cc2c(C)cc(C)cc2C)CC1=O (stereo unspecified)	-1.7%
COc1cc(OC)c(NC(=O)c2cc3c(s2)-c2ccc(Cl)cc2SC3)cc1Cl	-3.7%
O=C(Cn1ccc2cc(S(=O)(=O)N3CCCCC3)ccc21)NCc1cccc(Cl)c1	3.5%
O=C(COc1ccc2oc3c(c2c1)CCCC3)Nc1ccc(Br)cc1	1.7%
COc1ccccc1NC(=O)c1oc2ccccc2c1NC(=O)c1ccccc1C(F)(F)F	1.8%
COc1ccc(Cn2c(=O)c3oc4ccccc4c3n(Cc3ccc(F)cc3)c2=O)cc1	11%
COc1ccc(NC(=O)c2ccco2)cc1NC(=O)c1cc(Cl)ccc1OC	3.9%
COc1cc2nc(SCC(=O)Nc3c(C)cc(C)cc3C)n3nc(CCn4c(C)nc5ccccc54)nc3c2cc1OC	0.0%
COc1ccc(Cn2c(=O)c3oc4ccccc4c3n(Cc3ccc(Cl)cc3)c2=O)cc1	-1.9%
CS(=O)(=O)N(Cc1ccccc1)c1ccc(C(=O)Nc2cccc(Cl)c2)cc1	-0.5%
COc1ccc2nc3oc(C(=O)NCc4ccccc4OC)cc3cc2c1	3.3%
Cc1cccc(Cc2cnc(NC(=O)c3ccc4c(c3)CC(c3ccccc3)OC4=O)s2)c1 (stereo unspecified)	0.0%
CC(C)Oc1ccc(C(=O)Nc2c(C(=O)Nc3cccc(F)c3)oc3ccccc23)cc1	2.7%
COc1cc(NC(=O)Cn2c(=O)n(-c3ccccc3)c(=O)c3c4c(sc32)CCCC4)cc(OC)c1	2.7%
COc1ccc(C)cc1NC(=O)C1CCCN(S(=O)(=O)c2ccc3c(c2)oc(=O)n3C)C1 (stereo unspecified)	-1.4%
Cc1ccccc1Nc1c(-c2ccc(Cl)s2)nc2c(C)cccn12	2.1%
Cc1cccc(Cn2cc3c(=O)n(CC(=O)Nc4cccc(C)c4C)nc-3c3cc(F)ccc32)c1	?
CCOc1ccc(NC(=O)Cn2c(=O)n(-c3ccccc3)c(=O)c3ccc(C(=O)NCc4ccc5c(c4)OCO5)cc32)cc1	?
CCCS(=O)(=O)c1ncc(Cl)c(C(=O)Nc2scc(-c3ccccc3)c2C(=O)OCC)n1	-1.9%
CC(=O)Nc1cccc(-c2nnc(SCC(=O)c3ccc([N+](=O)[O-])cc3)o2)c1	2.2%
CCCCSCCCNC(=O)c1cn(CC)c2ccc(S(=O)(=O)N3CCOCC3)cc2c1=O	-0.1%
COc1ccc(C2c3c(n(C)c4ccccc34)C(=O)N2CC(=O)Nc2cccc(Cl)c2)cc1 (stereo unspecified)	10%
Cc1ccc(CN2CCC(CNC(=O)Nc3c(C)cccc3C)C2)cc1 (stereo unspecified)	-0.4%
COc1ccc(-n2nnnc2C2CCN(S(=O)(=O)c3ccc(F)cc3Cl)CC2)cc1	-0.1%
O=C(CCn1c(=O)c2ccccc2n(CC(=O)Nc2cccc(F)c2)c1=O)NCCc1ccccc1	2.1%
CCOC(=O)COc1ccc(/C=C(\C#N)c2nc3ccc(C)cc3[nH]2)cc1OC	9.4%
Cc1cc(C)cc(NC(=O)C2CCN(C(=O)c3cnn(-c4ccccc4)c3-n3cccc3)CC2)c1	-2.1%
CC(C)c1ccc(C(=O)Nc2cccc3cccnc23)cc1	0.0%
Cc1ccc(-c2noc(-c3ccccc3NC(=O)C3CC(=O)N(c4ccccc4C)C3)n2)cc1 (stereo unspecified)	8.8%
Cn1c(=O)oc2cc(S(=O)(=O)N3CCC(C(=O)Nc4ccc(F)c(Cl)c4)CC3)ccc21	14%
COc1ccc(NC(=O)CSc2nc3ccccc3[nH]2)cc1	0.0%
CC(C)(C)c1ccc(NC(=O)C2CCCN(c3cnccn3)C2)cc1 (stereo unspecified)	-5.5%
Cc1cc(N2CCC(C)CC2)nc2ccc(NC(=O)CCC(=O)N3CCN(c4cccc(C(F)(F)F)c4)CC3)cc12	-0.9%
COc1ccc(Cl)cc1NC(=O)CSc1nc(-c2ccco2)cc(C(F)(F)F)n1	1.9%
Cc1cc(CN2CCN(c3ccccc3F)CC2)cs1	-0.7%
CCN(c1ccccc1)S(=O)(=O)c1ccc(NC(=O)c2cc(=O)c3ccc(C)c(C)c3o2)cc1	5.8%
COc1cccc(NC(=O)/C(C#N)=C\c2cn(Cc3ccc(Cl)cc3)c3ccccc23)c1	-0.8%
COc1ccc(C2=CC(c3ccccc3Cl)n3nc(-c4ccc(C)cc4)nc3N2)cc1 (stereo unspecified)	1.8%
Cc1ccccc1OCCCn1c(CCNC(=O)C2CCCCC2)nc2ccccc21	1.0%
Cc1cccn2c(=O)c(C(=O)NCCCN3CCCCC3C)c(O)nc12 (stereo unspecified)	-1.8%
CC(=O)Nc1cccc(NC(=O)CSc2cn(CC(=O)N(C(C)C)C(C)C)c3ccccc23)c1	0.5%
COC(=O)c1cccnc1-n1c(=O)c2cccnc2n(CC(=O)Nc2c(C)cc(C)cc2C)c1=O	1.7%
CCCCCCn1c(CNC(=O)c2ccccc2)nc2ccccc21	0.0%
Cc1ccc(NC(=O)C2CCCN(S(=O)(=O)c3cccc4cccnc34)C2)cc1Cl (stereo unspecified)	-3.7%

Other records:
mol	Epigenetic reg
CC(=O)c1cccc(NC(=O)CCc2c(C)nc3c(-c4ccc(F)cc4)c(C)nn3c2C)c1	0.0%
Cc1ccc(C)c(S(=O)(=O)c2nnn3c2nc(NC2CCCC2)c2sccc23)c1	-0.9%
CC(=O)Nc1ccc(S(=O)(=O)NC2(C(F)(F)F)NC(=O)N(CCc3ccc(F)cc3)C2=O)cc1 (stereo unspecified)	0.0%
Fc1cccc(-c2nnn3c2nc(NC2CCCCC2)c2ccccc23)c1	-2.2%
O=C(NCCSCc1ccccc1)C1CCN(S(=O)(=O)Cc2ccccc2)CC1	-1.8%
COc1ccc(Cn2c(=O)c3oc4ccccc4c3n(CC(=O)Nc3c(C)cccc3C)c2=O)cc1	?
COc1cc(C(=O)Nc2nonc2-c2ccc(C)c(C)c2)cc(OC)c1OC	-1.8%
CCn1cc(C(=O)N2CCN(c3ccc(F)cc3)CC2)c(=O)c2cc(S(=O)(=O)N(C)C3CCCCC3)ccc21	3.5%
COc1ccc(N(C)C(=O)Cn2cc(S(=O)(=O)N3CCN(c4ccccc4F)CC3)c3ccccc3c2=O)c(OC)c1	-3.1%
CCN(CC)c1ccc(NC(=O)C2CCN(S(=O)(=O)c3cnc[nH]3)CC2)c(C)c1	-1.4%
COc1ccc(CCNC(=O)CCc2c(C)c3cc4c(C)coc4c(C)c3oc2=O)cc1OC	-5.0%
Cc1ccc(C)c(OCCn2c(C3CC(=O)N(Cc4ccc(F)cc4)C3)nc3ccccc32)c1 (stereo unspecified)	-2.8%
COc1ccc(-c2noc(CSc3nnc(-c4ccc(Cl)cc4)n3C)n2)cc1OC	-1.9%
COc1ccccc1-c1nn(CCC(=O)Nc2ccc(C)cc2)c2nc(C)cc(C)c12	-4.5%
COc1cc(OC)cc(N2CCN(S(=O)(=O)c3ccc(-n4cnnn4)cc3)CC2)c1	-2.5%
COc1ccc(CCNC(=O)CCn2c(=O)c3ccccc3n(Cc3ccc(Cl)cc3)c2=O)cc1OC	-0.1%
Cc1ccc(Sc2c(C)nn(C(=O)c3ccc(Br)cc3)c2C)cc1	-0.8%
COc1cccc(NC(=O)Nc2cccc(-c3cn4cccnc4n3)c2)c1	-1.1%
COc1ccc(CN2CCN(Cc3cc(=O)oc4cc(C)ccc34)CC2)c(OC)c1OC	4.6%
Cc1cccc(NC(=O)c2cnn(-c3ccccc3)c2-n2cccc2)c1C	-3.2%
Cc1cc(=O)oc2c3c(ccc12)OCN(Cc1ccc(Cl)cc1)C3	-0.9%
Cc1n[nH]c(C)c1S(=O)(=O)N(CC(=O)NCc1ccccc1Cl)c1ccc(C(C)C)cc1	1.1%
CCn1cc(C(=O)N(C)c2cc(C)ccc2C)c2cc(OC)c(OC)cc2c1=O	9.9%
Cc1c(C(=O)OCC2CCCCC2)[nH]c2c1C(=O)CC(c1ccccc1Cl)C2 (stereo unspecified)	4.2%
CCCCNC(=O)CC1N=C2c3ccccc3N=C(SCC(=O)NCc3ccccc3Cl)N2C1=O (stereo unspecified)	0.6%
CCOc1ccc(-c2cc(C)n3nc(C(=O)Nc4cc(Cl)ccc4O)cc3n2)cc1	0.0%
COC(=O)c1ccc(OC)c(Cn2c(=O)n(-c3ccc(C)cc3)c(=O)c3c2cnn3C)c1	1.6%
COc1ccc(/C=C/c2nc(C#N)c(NCCc3ccccc3)o2)cc1OC	1.3%
CCn1c(C(=O)Nc2c(C)cccc2C)cc2sc(Cl)cc21	0.0%
CC(C)CCN(Cc1ccco1)C(=O)c1cc2c(Cl)nc3ccccc3c2s1	-1.1%
CCOc1ccccc1CNC(=O)c1ccc(Cn2c(=O)c3cccn3c3cccnc32)cc1	?
CCOC(=O)c1cc(-c2ccc(C)cc2)n(CCC(=O)NCc2ccccc2)c1C	0.0%

4 of the compounds above, field by field.
> CC(C)c1ccc(C(=O)Nc2cccc3cccnc23)cc1
  Epigenetic reg: 0.0%

> Cc1ccc(-c2noc(-c3ccccc3NC(=O)C3CC(=O)N(c4ccccc4C)C3)n2)cc1 (stereo unspecified)
  Epigenetic reg: 8.8%

> Cn1c(=O)oc2cc(S(=O)(=O)N3CCC(C(=O)Nc4ccc(F)c(Cl)c4)CC3)ccc21
  Epigenetic reg: 14%

> COc1ccc(NC(=O)CSc2nc3ccccc3[nH]2)cc1
  Epigenetic reg: 0.0%

The list continues.
mol	Epigenetic reg
Cc1ccc(NC(=O)C2CCN(S(=O)(=O)c3cccc4nsnc34)CC2)cc1	1.3%
COc1ccc(N(CC(=O)NCCc2cccc(C)c2)S(=O)(=O)c2c(C)noc2C)cc1	0.3%
O=C(CSc1nnc(COc2ccccc2)o1)Nc1cc(C(F)(F)F)ccc1Cl	-0.5%
COc1ccc(NC(=O)c2ccco2)cc1NC(=O)c1ccc(OC(C)C)cc1	-1.0%
CCC(Sc1nnc2c(n1)[nH]c1ccccc12)C(=O)Nc1ccccc1OC (stereo unspecified)	-6.8%
Cc1nc2ncnn2c(C)c1CCC(=O)N1CCN(c2ccccc2)CC1	-0.3%
COc1cc(-c2nc3sccn3c2Nc2c(C)cccc2C)ccc1O	-2.5%
Cc1ccc(Nc2ncc(C(=O)Nc3ccc(F)cc3F)c3ccccc23)cc1Cl	6.3%

Structures above that have a cyano group, in the order listed:
mol	Epigenetic reg
CCOC(=O)COc1ccc(/C=C(\C#N)c2nc3ccc(C)cc3[nH]2)cc1OC	9.4%
COc1cccc(NC(=O)/C(C#N)=C\c2cn(Cc3ccc(Cl)cc3)c3ccccc23)c1	-0.8%
COc1ccc(/C=C/c2nc(C#N)c(NCCc3ccccc3)o2)cc1OC	1.3%

Further compounds
mol	Epigenetic reg
COc1ccc(S(=O)(=O)N(CC(=O)N2CCc3ccccc3C2)c2ccc(C)cc2)cc1	-0.6%
CCc1nc2c(cnn2-c2ccc(C)cc2)c(=O)n1Cc1ccccc1	3.6%
Cc1cccc(CN2CCN(CC(=O)NCCc3ccc(Cl)cc3)C2=O)c1	0.6%
COc1ccc(N2CCN(C(=O)Cn3cnc4sc(C)c(S(=O)(=O)N5CCC(C)CC5)c4c3=O)CC2)cc1	0.3%
Cc1ccc(CCNC(=O)c2ccc(CSc3nc4ccncc4n3Cc3ccc(F)cc3)cc2)cc1	0.0%

Assay outcomes from PubChem.
